Screening results (PubChem BioAssay)
CHRM4 PAM: positive allosteric modulators of human muscarinic M4 receptor; P08173; CHO-K1 hM4/Gqi5, Fluo-8 calcium fluorescence, ACh EC20; 0% = ACh EC20, 100% = maximal ACh; activation, % at 3 µM; hit rate 0.4% among 360,000; AID 624126;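 active means activation above its plate's cutoff, the mean activation of sample wells plus 3 SD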; further: some results filed as inactive read as strong as hits
Target sequence (P08173 whole entry, looked up): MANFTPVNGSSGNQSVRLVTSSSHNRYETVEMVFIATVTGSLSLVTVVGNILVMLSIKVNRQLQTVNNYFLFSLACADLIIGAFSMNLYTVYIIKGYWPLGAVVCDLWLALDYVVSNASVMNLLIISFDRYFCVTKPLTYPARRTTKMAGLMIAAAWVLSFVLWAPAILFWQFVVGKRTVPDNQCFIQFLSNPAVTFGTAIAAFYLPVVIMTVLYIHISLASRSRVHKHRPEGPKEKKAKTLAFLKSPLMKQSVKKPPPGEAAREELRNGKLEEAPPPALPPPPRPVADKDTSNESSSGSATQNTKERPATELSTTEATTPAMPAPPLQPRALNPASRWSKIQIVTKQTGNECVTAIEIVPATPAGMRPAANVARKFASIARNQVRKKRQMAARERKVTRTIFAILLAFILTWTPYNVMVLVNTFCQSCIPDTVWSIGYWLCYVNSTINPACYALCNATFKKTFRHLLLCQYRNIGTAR
CHRM4 agonist: CHRM4 agonism in calcium assay | CHO-K1 hM4/Gqi5, Fluo-8 calcium fluorescence; vehicle 0%, full acetylcholine response 100% | activation, % at 3 µM | hit rate 0.14% among 360,000;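 active means activation above the run mean over all test wells plus 3 SD, cut at about 32% in these data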;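 further: peak over basal fluorescence ratio per well then scaled between controls; 0% = DMSO wells and 100% = acetylcholine at EC100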
CHRM5 PAM: potentiates acetylcholine response at human M5 receptor; P08912; CHO-K1 hM5, Fluo-8 calcium, ACh EC20 PAM; 0% = ACh EC20, 100% = ACh EC100; activation, % at 3 µM; hit rate 0.3% among 360,000; AID 624038;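 active means activation above the run cutoff, the mean activation of all test compounds plus 3 SD, cut at about 18% in these data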
Target sequence (P08912 whole entry, looked up): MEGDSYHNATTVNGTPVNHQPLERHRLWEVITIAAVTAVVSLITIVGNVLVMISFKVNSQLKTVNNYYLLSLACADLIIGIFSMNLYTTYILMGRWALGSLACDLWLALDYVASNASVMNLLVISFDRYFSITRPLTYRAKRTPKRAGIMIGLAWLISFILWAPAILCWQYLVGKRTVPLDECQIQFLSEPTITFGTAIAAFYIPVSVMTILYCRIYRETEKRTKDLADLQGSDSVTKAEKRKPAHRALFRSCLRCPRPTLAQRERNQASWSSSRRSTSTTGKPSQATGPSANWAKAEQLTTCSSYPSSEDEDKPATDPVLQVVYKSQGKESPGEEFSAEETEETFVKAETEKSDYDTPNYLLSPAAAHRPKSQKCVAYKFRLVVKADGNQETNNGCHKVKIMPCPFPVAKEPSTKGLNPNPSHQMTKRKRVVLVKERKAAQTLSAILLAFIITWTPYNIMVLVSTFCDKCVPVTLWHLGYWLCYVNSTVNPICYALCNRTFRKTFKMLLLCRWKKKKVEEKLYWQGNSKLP
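Assay system: CHO-K1 hM5 cells / Incubation: Fluo-8 loading 80 min at 37 °C plus 30 min room temperature / Technique: Fluo-8 calcium dye fluorescence, kinetic read / Repeats: single replicate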
CHO-K1 Ca antag: counter-screen for M1 antagonists: effect in parental CHO-K1 cells; AID 602250; hit rate 0.6% among 360,000; ATP-induced calcium, Fluo-8 fluorescence; inhibition, % at 3 µM;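 active means inhibition above a per-plate cutoff, the plate's mean sample inhibition plus 3 SD, cut at about 24% in these data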;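 further: 0% = DMSO plus EC80 ATP and 100% = DMSO alone without ATP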
CHRM5 agonist: agonists of human muscarinic M5 receptor (CHRM5); P08912; CHO-K1 hM5 cells, Fluo-8 calcium fluorescence; 0% DMSO wells, 100% maximal acetylcholine response; activation, % at 3 µM; hit rate 0.19% among 360,000; AID 624037;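 active means activation above the run's mean over test compounds plus 3 SD, cut at about 23% in these data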;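 further: signal is peak over basal fluorescence ratio across the kinetic read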
M1 PAM parental: M1 PAM counterscreen hit in parental CHO-K1 cells; hit rate 0.02% among 360,000; AID 602247; activation, % at 3 µM; ATP EC20, Fluo-8 calcium fluorescence; 0% at ATP EC20, 100% at ATP max;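 active means activation above the run cutoff, the mean activation of all test compounds plus 3 SD, cut at about 40% in these data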;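 further: peak over basal fluorescence ratio in a 140 s read after ATP addition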
CHO-K1 Ca ag: counter-screen for M1 agonists: effect in parental CHO-K1 cells. Fluo-8 calcium fluorescence; scaled to maximal ATP response, vehicle zero. activation, % at 3 µM. hit rate 0.48% among 360,000. AID 602248; in the data active means activation above about 15%;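 further: untransfected CHO-K1 host cells lacking M1 receptor as counterscreen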
M4 antag: blocks acetylcholine activation of human M4 receptor; CHO-hM4 cells, ACh EC80, Fluo-8 calcium fluorescence; inhibition, % at 3 µM; hit rate 0.73% among 360,000; AID 624125;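 active means inhibition above its plate's cutoff, the mean inhibition of sample wells plus 3 SD, cut at about 27% in these data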;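 further: 0% = acetylcholine EC80 with DMSO and 100% = DMSO without agonist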
M5 antag: CHRM5 antagonism in calcium assay; CHO-hM5 cells, Fluo-8 calcium fluorescence, ACh EC80; P08912; hit rate 0.59% among 360,000; inhibition, % at 3 µM;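 active means inhibition above a per-plate cutoff, the mean of that plate's test compounds plus 3 SD, cut at about 27% in these data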;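 further: 0% = acetylcholine EC80 with DMSO and 100% = DMSO without agonist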
Numbers without * were called inactive.

The first 3 compounds as a preview:
SMILES	CHRM4 PAM	CHRM4 agonist	CHRM5 PAM	CHO-K1 Ca antag	CHRM5 agonist	M1 PAM parental	CHO-K1 Ca ag	M4 antag	M5 antag
Nc1cc(F)ccc1N1CCCCCC1	-1.6	0.2	2.8	-9.3	-10.4	-1.8	0.1	5.2	-1.4
CN(C)c1ccc(C2N(c3ccc(Cl)cc3)C(=O)C3CCCN32)cc1 (stereo unspecified)	5.5	1.8	-4.2	-2.5	-1.5	11.2	0.5	-17.5	0.8
O=C(CSc1nnc2ccc(-c3ccncc3)nn12)Nc1ccc(F)cc1	-2.2	-0.6	-0.6	-3.2	-4.4	-0.3	2.6	-0.6	5.4

The listing, repeating the preview:
SMILES	CHRM4 PAM	CHRM4 agonist	CHRM5 PAM	CHO-K1 Ca antag	CHRM5 agonist	M1 PAM parental	CHO-K1 Ca ag	M4 antag	M5 antag
Nc1cc(F)ccc1N1CCCCCC1	-1.6	0.2	2.8	-9.3	-10.4	-1.8	0.1	5.2	-1.4
CN(C)c1ccc(C2N(c3ccc(Cl)cc3)C(=O)C3CCCN32)cc1 (stereo unspecified)	5.5	1.8	-4.2	-2.5	-1.5	11.2	0.5	-17.5	0.8
O=C(CSc1nnc2ccc(-c3ccncc3)nn12)Nc1ccc(F)cc1	-2.2	-0.6	-0.6	-3.2	-4.4	-0.3	2.6	-0.6	5.4
COc1cc(NC(=O)c2ccc([N+](=O)[O-])o2)ccc1NC(=O)c1cccs1	-1.3	0.7	-0.8	-7.1	0.2	6.8	0.0	6.0	7.7
Cc1ccccc1C(=O)NC1CC2CCC(C1)N2Cc1ccccc1 (stereo unspecified)	-0.9	1.0	2.8	10.3	-9.1	2.1	-0.1	3.3	-1.5
O=C(O)c1cc(=O)cc(C(=O)O)[nH]1	8.3	-0.1	4.2	-13.8	0.8	4.3	-0.6	-1.1	-2.2
Cc1cc2c(cc1C)-c1c(ssc1=Nc1ccc(S(N)(=O)=O)cc1)C(C)(C)N2	-7.6	0.6	-9.1	-16.6	-11.9	19.9	1.8	6.6	4.7
COc1ccccc1N(Cc1ccccc1)S(=O)(=O)c1cc(C(=O)O)ccc1Cl	-3.0	0.9	-1.6	-6.9	2.5	-7.2	0.3	0.2	14.9
COc1ccc(OC(=O)c2c(C)nn(-c3ccccc3)c2C)cc1	-15.8	-1.5	-6.4	-8.5	-5.5	7.5	0.1	-7.5	20.5
COc1cccc(C2c3[nH]c4ccccc4c3CCN2Cc2ncc[nH]2)c1 (stereo unspecified)	-9.3	6.0	-0.8	-6.7	-5.8	18.7	6.8	-2.5	-6.7
O=C(NCc1cccnc1)c1cc(C2CCCCN2C(=O)CCCc2ccccc2)on1 (stereo unspecified)	2.3	7.1	-2.9	-5.8	0.7	4.9	4.3	-0.7	0.6
Cc1occc1-c1nnc(SCC(=O)Nc2ccccc2)n1Cc1ccccc1	1.3	6.3	-11.8	-29.1	-4.1	11.1	3.5	-4.5	7.3
CSCC[C@@H](C(=O)O)N1Cc2ccccc2C1=O	-2.4	0.6	-5.0	-2.8	0.0	13.5	0.6	-7.7	-0.6
O=C(/C=C/C(=O)N1CCc2ccccc2C1)N1CCc2ccccc2C1	-2.0	4.7	-4.1	-4.4	-2.8	-11.3	2.0	5.4	0.4
Cc1cc(C(=O)NCC(=O)OCC(=O)N(C2CCCCC2)C2CCCCC2)ccc1[N+](=O)[O-]	-8.4	2.4	-12.1	0.8	-7.9	13.7	2.3	6.3	10.6
COc1ccc(/C=N/NC(=O)c2cc(-c3ccc(C)cc3C)nc3ccccc23)cc1COC(C)=O	5.6	0.6	-2.1	-14.5	-7.6	25.7	0.0	-20.1	-9.4
Cc1ccc(CSC2=NCCN2S(=O)(=O)c2ccccc2)cc1	-1.0	-0.1	-1.1	-11.0	-3.6	5.9	0.2	2.8	12.2
Cc1nn(C)cc1/C=C1\SC(=S)NC1=O	-3.7	-0.5	1.8	-9.7	-0.7	11.1	0.2	-6.6	1.8
COC(=O)c1sccc1NC(=O)c1ccc2c(c1)OCO2	7.2	0.9	-0.2	-6.8	3.0	-5.1	0.0	-3.2	0.1
CC(C)(O)c1cn(-c2nonc2N)nn1	10.5	0.6	-2.4	-3.3	-1.2	8.0	0.6	-8.6	3.7
CCc1ccc(-n2c(SCC(=O)Nc3cccc(S(=O)(=O)NC4=NCCCCC4)c3)nc3ccccc3c2=O)cc1	-0.8	0.7	-2.8	-21.3	-0.9	21.9	-0.5	-8.0	1.2
COc1cccc(NC(=O)Cc2nnc(SCC(=O)c3ccccc3)n2C)c1	8.3	1.4	3.1	-12.6	-2.2	2.6	0.3	6.8	-9.5
COc1ccc(CN(C(=O)/C=C/c2ccco2)C2CCS(=O)(=O)C2)cc1OC (stereo unspecified)	1.4	1.1	5.9	-4.4	-1.5	1.7	0.1	-2.2	-14.6
CCOc1ccc(/C=C2/SC(=O)NC2=S)cc1	-7.8	4.3	-5.8	-3.3	0.3	13.5	2.9	12.8	4.3
CCOC(=O)c1ccc(N2C(=O)[C@@H](c3ccccc3)[C@H]2c2ccccc2)cc1	-1.1	4.0	-20.8	-17.9	-9.2	18.9	1.0	-1.1	10.7
CCNc1nc(OC)nc(N2CCC(Cc3ccccc3)CC2)n1	5.7	0.1	-0.9	-0.8	-0.5	5.7	-0.1	1.7	0.9
COC(=O)c1ccccc1NC(=O)N[C@@H](C)C(=O)OC	20.4	-0.3	6.3	-6.4	1.4	17.4	0.5	0.9	-3.9
CC(C)c1ccc(NC2CCCN(C(=O)CC3CCCC3)C2)cc1 (stereo unspecified)	1.0	3.4	1.3	-16.4	2.2	12.7	2.5	-5.1	1.9
CCc1cc(C(=O)c2ccc(C)cc2)c(NC(=O)CCl)s1	-0.8	-1.8	2.1	-1.2	-6.2	25.9	0.8	3.3	-0.5
COc1ccccc1C(=O)NCCC(=O)N1CCN(c2ccccc2Cl)CC1	2.2	10.0	-7.9	4.3	-0.5	3.3	2.7	-2.0	21.6
CCN(CC)S(=O)(=O)c1ccc(C(=O)/C=C/c2ccc(-c3ccc([N+](=O)[O-])cc3)o2)cc1	-0.4	1.2	5.0	-9.2	5.8	20.0	0.7	-6.1	1.3
CC1CCCCN1C(=O)COC(=O)c1cc([N+](=O)[O-])ccc1N1CCOCC1 (stereo unspecified)	2.4	0.6	9.9	-12.6	-2.1	11.8	0.3	1.5	-5.0
CCN(C(=O)c1ccc(S(=O)(=O)N(C)C)cc1)C(C)C(=O)Nc1ccc(C)cc1 (stereo unspecified)	-12.2	22.1	-16.7	12.7	4.5	-2.6	11.1	-3.6	9.5
CN(C)CC1C2CCC(C2)C1O (stereo unspecified)	-7.4	0.8	-0.9	-2.5	-0.4	-13.3	0.1	3.7	6.4
O=C(NNC(=O)c1ccccc1OCc1ccccc1)c1ccccc1O	-6.3	6.6	-9.8	-5.9	-0.7	14.2	2.7	-5.0	-6.4
O=C(O)C1CC=CCC1C(=O)Nc1ccc2c(c1)CCC2 (stereo unspecified)	-2.7	1.0	-3.9	7.6	0.4	-19.3	0.7	3.7	-8.7
CCCCCCc1cc2cc(C(=O)NC)c(=N)oc2cc1O	-6.8	1.9	-18.1	8.1	3.5	-3.4	1.5	2.5	1.7
COc1cccc(-c2ccccc2C2=CC(=O)CC(C)(C)C2=O)c1	-1.4	0.5	-0.8	3.1	-0.3	8.7	-0.4	1.4	5.9
Cc1nc(CS(=O)c2ccc(Cl)cc2)cc(NCc2ccc(Cl)cc2Cl)n1 (stereo unspecified)	2.6	4.2	-5.2	-9.4	-5.5	18.6	2.0	-0.4	-1.2
CCC1=NN(C(=O)CCc2ccccc2O)C(O)(C(F)(F)F)C1 (stereo unspecified)	-1.6	5.5	3.5	2.3	-5.1	24.0	6.0	2.7	2.7
COC(=O)c1ccc(NC(=O)c2ccc(NC(=O)c3ccco3)cc2)cc1	4.0	3.1	-5.8	3.8	-4.4	11.2	9.7	-11.8	3.5
CCc1nc(N2CCCCC2C)c2oc3ccccc3c2n1 (stereo unspecified)	7.7	1.5	8.1	-30.1	4.3	21.9	2.7	-3.7	-6.1
Cc1ccnc(NC(=O)c2cccc(OC(F)F)c2)n1	4.7	1.9	3.8	-1.7	-1.9	-2.8	0.2	-9.4	6.9
CC1(c2ccc(Cl)cc2Cl)NC(=O)N(CC(=O)Nc2ccc3[nH]c(=O)[nH]c3c2)C1=O (stereo unspecified)	0.9	-0.3	-0.9	3.6	-0.1	-2.4	0.9	7.0	3.8
O=C(NCc1ccco1)c1ccc(F)c(S(=O)(=O)N2CCCCC2)c1	-5.9	1.6	-3.9	4.7	0.0	-9.4	0.1	7.3	-6.4
CCOc1ccc(N2C(=O)CC(Sc3nc(C)cc(C)c3C#N)C2=O)cc1 (stereo unspecified)	2.1	2.7	-3.0	-12.9	2.4	-9.4	1.1	-2.3	7.9
CCOc1ccc(N2CC(C(=O)Nc3cccc(C)c3C)CC2=O)cc1 (stereo unspecified)	11.2	1.3	6.0	-7.7	-2.8	15.9	0.2	-0.1	-2.3
CCCOC(=O)C1=C(C)N(C)C(=O)NC1c1cc2c(cc1Br)OCO2 (stereo unspecified)	-0.3	-1.0	9.2	-3.2	-18.8	5.8	0.1	0.0	-0.9
COc1ccc(Cn2c(-c3ccco3)nc3c(c(=O)c4ccccc4n3C)c2=O)cc1	-19.0	2.5	-3.6	10.3	1.1	-14.9	1.5	5.7	11.1
Cc1cc(OCc2cc(C(=O)N3CCC(Oc4cccnc4)CC3)no2)cc(C)c1Cl	-12.1	18.7	-23.6	25.5*	2.1	-12.6	13.2	34.6*	24.0

3 consecutive entries out of the list so far, for reference:
SMILES	CHRM4 PAM	CHRM4 agonist	CHRM5 PAM	CHO-K1 Ca antag	CHRM5 agonist	M1 PAM parental	CHO-K1 Ca ag	M4 antag	M5 antag
Nc1cc(F)ccc1N1CCCCCC1	-1.6	0.2	2.8	-9.3	-10.4	-1.8	0.1	5.2	-1.4
CN(C)c1ccc(C2N(c3ccc(Cl)cc3)C(=O)C3CCCN32)cc1 (stereo unspecified)	5.5	1.8	-4.2	-2.5	-1.5	11.2	0.5	-17.5	0.8
O=C(CSc1nnc2ccc(-c3ccncc3)nn12)Nc1ccc(F)cc1	-2.2	-0.6	-0.6	-3.2	-4.4	-0.3	2.6	-0.6	5.4

Other records.
SMILES	CHRM4 PAM	CHRM4 agonist	CHRM5 PAM	CHO-K1 Ca antag	CHRM5 agonist	M1 PAM parental	CHO-K1 Ca ag	M4 antag	M5 antag
CC1=C(C(=O)OCCOc2ccccc2)C(c2ccc(C)o2)C2=C(CC(C)(C)CC2=O)N1 (stereo unspecified)	-0.9	2.5	-2.2	-7.0	-1.6	7.6	1.5	-1.4	-1.3
CCC(OC(=O)c1cccs1)C(=O)NCc1ccc(C)cc1 (stereo unspecified)	6.5	1.1	5.6	-19.6	-3.7	8.5	-0.5	-15.1	-1.0
CC1CCN(S(=O)(=O)Cc2ccccc2Cl)CC1	2.2	0.3	2.2	7.2	-9.1	12.6	-0.3	-8.4	2.4
CNC(=S)NCc1ccc2[nH]c3c(c2c1)CCCC3	0.3	2.2	-0.3	-12.2	-8.1	18.8	1.4	1.3	11.3
CC1Cc2cc(-c3csc(NC(=O)Cc4ccccc4)n3)ccc2N1S(C)(=O)=O (stereo unspecified)	-7.0	21.4	-8.9	-11.3	2.9	14.9	8.2	15.0	15.3
O=S(=O)(c1ccccc1)N1CCC(n2nnc3cc(F)ccc32)CC1	8.0	1.5	-4.0	-4.3	-0.9	9.5	0.6	6.7	9.7
